Compound activity (PubChem BioAssay)
ADAM17 inh – ADAM17 inhibition, QFRET primary screen; P78536; recombinant ADAM17, EDANS/DABCYL FRET peptide cleavage; inhibition, % at 6.95 µM; 0.83% of 370,000 active; AID 720648;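 active = inhibition above the mean of compounds lying between control limits plus 3 SD, set per campaign, cut at about 8.5% in these data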;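 note: 0% = DMSO-only wells as the low control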
hcDAF-12 act – H. contortus DAF-12 activation, primary screen. activation, % at 6.8 µM. 1.4% of 370,000 active. HEK293 hcDAF-12 lit1-tk-luc reporter, luminescence; 0% DMSO, 100% Δ7-dafachronic acid;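 active = activation above the mean of all tested compounds plus 3 SD, cut at about 5.5% in these data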;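 note: 100% = response to 3 µM Δ7-dafachronic acid high control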
SMARCA2 act – SMARCA2 function activation, primary screen; MG213 cells, MMTV-luciferase reporter, dexamethasone, overnight; activation, % at 9.1 µM; 1% of 370,000 active; in the data active = activation above about 7.8%;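 note: 0% = vehicle wells and 100% = reference activator wells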
hgDAF-12 ag – agonists of H. glycines DAF-12 nuclear receptor; HEK293 GAL4-hgDAF12 UAS-luciferase reporter, agonist luminescence; normalized to butyrate control; activation, % at 6.8 µM; 1.8% of 370,000 active; AID 687014;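 active = activation above a cutoff set at the mean of all screened compounds plus 3 SD, cut at about 10% in these data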;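 note: 0% = DMSO wells and 100% = sodium butyrate wells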
GC-A act – GC-A (human) enzyme activation | 0.14% of 370,000 active | HEK293 GC-A cells, cGMP TR-FRET, EC30 ANP; 0% at EC30 ANP, 100% saturating ANP | activation, % at 10 µM | AID 1671463; in the data active = activation above about 40%
ADAM10 inh – inhibitors of human ADAM10 | O14672 | recombinant ADAM10, EDANS/DABCYL FRET peptide cleavage, 3 h | inhibition, % at 7 µM | 0.62% of 370,000 active | AID 720582;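 active = inhibition above a per-campaign cutoff equal to the mean of compounds falling between control-based bounds plus 3 SD, cut at about 20% in these data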;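 note: 0% = DMSO wells while the 100% control is not disclosed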
Target sequence (O14672 214-748 limits assumed): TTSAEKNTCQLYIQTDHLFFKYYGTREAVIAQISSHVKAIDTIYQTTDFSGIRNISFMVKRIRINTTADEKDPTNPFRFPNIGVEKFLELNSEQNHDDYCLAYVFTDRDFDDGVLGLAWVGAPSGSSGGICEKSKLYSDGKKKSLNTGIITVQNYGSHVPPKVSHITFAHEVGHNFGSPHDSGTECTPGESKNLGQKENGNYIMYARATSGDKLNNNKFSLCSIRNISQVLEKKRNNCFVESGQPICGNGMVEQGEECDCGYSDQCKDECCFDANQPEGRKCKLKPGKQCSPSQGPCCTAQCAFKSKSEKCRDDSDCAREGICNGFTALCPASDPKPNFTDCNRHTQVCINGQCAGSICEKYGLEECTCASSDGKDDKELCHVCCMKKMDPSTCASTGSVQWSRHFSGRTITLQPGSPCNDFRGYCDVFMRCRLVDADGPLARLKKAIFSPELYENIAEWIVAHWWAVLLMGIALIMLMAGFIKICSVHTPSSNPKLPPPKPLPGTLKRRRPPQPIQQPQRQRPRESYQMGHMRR
PG9 Ab binder – PG9 antibody binding by small molecule; TR-FRET gp120-PG9 antibody binding; inhibition, % at 6.7 µM; 0.43% of 360,000 active; AID 624416; in the data active = inhibition above about 8.5%
DAX1 inh-1 – inhibits human nuclear receptor DAX1; 0.99% of 340,000 active; HEK293 Gal4-DAX1 luciferase reporter, luminescence; inhibition, % at 6.75 µM; AID 504766;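 active = inhibition above the mean over all tested compounds plus 3 SD, cut at about 4.2% in these data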;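 note: 0% = DAX1-transfected cells with DMSO and 100% = empty-vector control cells with DMSO; inhibition shows as a rise in luminescence from relieved DAX1 repression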
Target sequence (P51843 207-470 limits assumed): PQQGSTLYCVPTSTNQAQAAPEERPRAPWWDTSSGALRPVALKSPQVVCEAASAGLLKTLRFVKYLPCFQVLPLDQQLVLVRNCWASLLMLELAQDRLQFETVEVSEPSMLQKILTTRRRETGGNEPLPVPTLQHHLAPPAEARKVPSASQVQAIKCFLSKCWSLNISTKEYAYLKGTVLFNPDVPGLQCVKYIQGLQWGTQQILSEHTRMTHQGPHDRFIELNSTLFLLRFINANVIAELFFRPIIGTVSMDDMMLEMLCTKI
DAX1 inh-2 – blocks DAX1 repression of SF-1 activated StAR promoter | HEK293T StAR-luciferase reporter, SF-1/DAX-1 repression relief | inhibition, % at 6.8 µM | 1.1% of 370,000 active | AID 652010;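 active = inhibition above the mean over all tested compounds plus 3 SD, cut at about 3.6% in these data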;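 note: 0% = DAX-1 cells with DMSO and 100% = cells lacking DAX-1 with DMSO; higher inhibition means more luminescence from relief of DAX-1 repression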
ssDAF-12 act – activators of S. stercoralis DAF-12 nuclear receptor | activation, % at 6.8 µM | HEK293 ssDAF-12/GRIP1 lit1-tk-luc reporter, luminescence; % of 3 µM dafachronic acid response | 1% of 370,000 active;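 active = activation above the mean over all tested compounds plus 3 SD, cut at about 0.9% in these data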;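 note: 0% = DMSO-only wells and 100% = 3 µM delta7-dafachronic acid wells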
FXN GAA850 act – increases GAA850 frataxin promoter reporter activity; activation, % at 6 µM; 0.56% of 360,000 active; HEK293 lucGAA850 FXN promoter luciferase reporter, 24 h; percent of 10 µM SAHA response;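 active = activation above the average of all compounds screened plus 3 SD, cutoff fixed separately per campaign, cut at about 7.5% in these data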;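 note: 0% = DMSO wells and 100% = 10 µM SAHA wells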
* marks the source's active call; other numbers are inactive results; i = inactive; / = not tested or not shown.

entry	SMILES	ADAM17 inh	hcDAF-12 act	SMARCA2 act	hgDAF-12 ag	GC-A act	ADAM10 inh
1	CCCCCc1c(-c2ccccc2OC)ncn1CCc1ccccc1OC	-1	-3.7	-6	-4.1	-19	-7
2	CN(CC(=O)Nc1c(Cl)cccc1Cl)C(=O)c1ccc2nc[nH]c2c1	-7	-1.6	-3	-0.6	3	-1
3	CCOC(=O)c1nc2cc3n(c(CC(C)C)c-2c1C)CC(C)=C3C	-63	-1.2	1	-2.0	-2	-238
4	Cc1ccc(OCc2nnc(NC(=O)Cc3cccs3)s2)cc1	4	-1.5	4	-0.6	-3	2
5	O=C(O)CCC1C(=O)NC(=O)CC1c1ccccc1 (stereo not given)	-2	-0.1	2	-0.8	0	-7
6	O=C(Nc1cccc(S(=O)(=O)N2CCOCC2)c1)C1CCCCN1S(=O)(=O)c1ccccc1 (stereo not given)	-1	-0.4	0	-0.2	0	-7
7	Cc1cc2c(cc1C)N(Cc1ccc(Cl)cc1)C1=NCCCN12	1	1.1	-5	1.3	-3	1
8	Cc1ccc2c(c1)CO[C@]21O[C@H](CCO)C[C@H](O)[C@H]1O	-7	-0.3	-4	3.4	-1	0

entry	PG9 Ab binder	DAX1 inh-1	DAX1 inh-2	ssDAF-12 act	FXN GAA850 act
1	-0.7	/	-2.5	-1.7	/
2	2.4	1.8	-0.8	-1.1	0.4
3	-2.9	1.3	-0.3	-1.1	-1.1
4	-0.2	/	0.0	-0.7	/
5	-0.4	/	-0.6	-0.8	0.2
6	-1.4	-0.5	-0.9	-0.4	0.7
7	-2.0	0.3	0.1	-1.9	-2.2
8	-0.6	-1.1	1.1	-1.1	0.4

Reprinted from the part before: four compounds, followed by the next part.
entry	SMILES	ADAM17 inh	hcDAF-12 act	SMARCA2 act	hgDAF-12 ag	GC-A act	ADAM10 inh
5	O=C(O)CCC1C(=O)NC(=O)CC1c1ccccc1 (stereo not given)	-2	-0.1	2	-0.8	0	-7
6	O=C(Nc1cccc(S(=O)(=O)N2CCOCC2)c1)C1CCCCN1S(=O)(=O)c1ccccc1 (stereo not given)	-1	-0.4	0	-0.2	0	-7
7	Cc1cc2c(cc1C)N(Cc1ccc(Cl)cc1)C1=NCCCN12	1	1.1	-5	1.3	-3	1
8	Cc1ccc2c(c1)CO[C@]21O[C@H](CCO)C[C@H](O)[C@H]1O	-7	-0.3	-4	3.4	-1	0
9	O=c1[nH]c(SCc2nc3c(cnn3-c3ccccc3)c(=O)[nH]2)nc2ccccc12	-3	-0.2	1	-1.1	-2	-11
10	O=C1c2ccccc2-c2c1cccc2C(=O)N1CCCCC1	-2	-0.5	-2	0.3	1	-10
11	CC(C)OC1=CC(=O)OC(c2cccc(Cl)c2)C1 (stereo not given)	-3	-1.0	-4	-3.1	5	-10
12	O=C(Nc1cccc2c1CCCC2)c1ccc(F)cc1	-3	-2.5	-1	-0.8	-1	1
13	CC(=O)N1CC(C)Sc2ccc(S(=O)(=O)NCCc3cccc(C)c3)cc21 (stereo not given)	-4	-1.7	-1	-0.1	1	6
14	COc1cc(S(=O)(=O)n2nnc3ccccc32)c(OC)cc1Cl	-3	-1.1	0	1.6	7	0
15	CC(C)Oc1ccc(CNC(=O)c2ccc3nc(N4CCOCC4)sc3c2)cc1	-2	-4.0	-3	1.2	16	-15
16	O=C(/C=C/Nc1ccccc1)C(F)(F)F	-9	-0.2	-1	3.4	-10	-3

entry	PG9 Ab binder	DAX1 inh-1	DAX1 inh-2	ssDAF-12 act	FXN GAA850 act
5	-0.4	/	-0.6	-0.8	0.2
6	-1.4	-0.5	-0.9	-0.4	0.7
7	-2.0	0.3	0.1	-1.9	-2.2
8	-0.6	-1.1	1.1	-1.1	0.4
9	-2.5	-0.4	0.0	-1.1	-5.4
10	0.5	2.3	0.2	-0.9	0.4
11	-1.7	/	0.5	-0.7	/
12	-4.3	1.9	-0.2	-1.7	0.8
13	-1.6	-0.6	-0.5	-1.6	-0.8
14	1.6	1.3	-0.1	-1.0	0.6
15	1.9	0.1	-1.3	-2.6	-2.4
16	9.3*	0.0	-0.3	-0.8	0.1

Next structures follow:
entry	SMILES	ADAM17 inh	hcDAF-12 act	SMARCA2 act	hgDAF-12 ag	GC-A act	ADAM10 inh
17	CN(C)CCN(Cc1ccco1)S(=O)(=O)c1csc(C(N)=O)c1	7	-1.4	-1	-0.4	6	-2
18	Cc1ccc(NC(=O)Nc2ccc3c(c2)OCO3)c(Br)c1	0	0.3	7	2.4	3	1
19	COc1ccc2nc(N/C(=N/S(=O)(=O)c3cccs3)c3ccccc3Cl)sc2c1	4	-0.9	0	-0.4	3	-1
20	COc1ccc(N2CCN(C(=O)NC3CCCCC3)CC2)cc1	-1	-2.1	1	-1.6	6	-1
21	COc1cc2c(cc1OC)C(c1cc3cc4c(cc3[nH]c1=O)OCO4)N(C(=O)C1CC1)CC2 (stereo not given)	-61	-1.6	-2	-2.5	-1	-180
22	Cc1ccc([C@@H]2CC(=O)[C@@H]3CN(S(=O)(=O)c4ccc(C)cc4)[C@H](c4cccc(Cl)c4)C[C@@H]3N2S(=O)(=O)c2ccc(Cl)cc2)cc1	2	-1.6	-7	-0.9	0	-7
23	COc1ccc2nc(-c3ccc(Cl)cc3)cc(C(=O)O)c2c1	i	0.7	-1	2.5	1	i
24	CCOc1ccc(N(C(=O)c2ccc(S(=O)(=O)N3CCCC3)cc2)C2C=CS(=O)(=O)C2)cc1 (stereo not given)	-3	-1.2	0	3.2	0	-2

entry	PG9 Ab binder	DAX1 inh-1	DAX1 inh-2	ssDAF-12 act	FXN GAA850 act
17	3.8	1.0	-0.3	-0.9	-0.1
18	-0.8	0.3	2.1	-1.4	4.9
19	-2.0	1.0	0.4	-0.9	1.1
20	-2.5	1.3	-0.5	-0.9	0.8
21	-2.8	-1.0	1.0	-1.3	-0.4
22	0.0	1.9	-1.2	-1.1	0.4
23	-0.8	-0.1	0.8	-1.2	3.3
24	0.0	0.5	1.0	-1.5	0.8

(listing goes on)
entry	SMILES	ADAM17 inh	hcDAF-12 act	SMARCA2 act	hgDAF-12 ag	GC-A act	ADAM10 inh
25	COc1ccc(-c2oc3cc(OC(C)=O)cc(OC(C)=O)c3c(=O)c2OC)cc1	-30	1.1	-2	0.7	1	-115
26	O=C(O)C1CCCCC1C(=O)Nc1cc(Cl)ccc1Cl (stereo not given)	-4	0.9	-2	-2.2	-1	-8
27	CC(C)c1ccc(OCC(=O)NN2C(=O)c3ccccc3C2=O)c(Br)c1	2	0.8	0	-0.2	4	-7
28	O=C(CCNC(=O)c1ccc(Cl)cc1)Nc1ccncc1	-2	-0.9	-1	-2.0	0	1
29	CC(C)N1C(=O)NC2NC(=O)N(C(C)C)C21 (stereo not given)	-1	-1.3	-2	3.2	5	-4
30	CSCCC(NS(=O)(=O)/C=C/c1ccccc1)C(=O)NCCc1ccc(S(N)(=O)=O)cc1 (stereo not given)	0	-0.1	-1	-5.4	3	4
31	CCOC(=O)C1=C(c2ccccc2)NC(=O)NC1c1ccc(OC)c(OC)c1 (stereo not given)	-3	-1.9	0	1.9	-8	3
32	Cc1cc(C(C)(C)C)oc1C(=O)Nc1ccc(CC(=O)O)cc1	-4	-1.7	-6	-6.0	-3	-6

entry	PG9 Ab binder	DAX1 inh-1	DAX1 inh-2	ssDAF-12 act	FXN GAA850 act
25	-0.3	3.4	0.1	-1.0	-1.9
26	0.3	/	0.7	-1.3	/
27	-2.4	3.9	-0.2	-1.5	1.6
28	-3.8	0.4	-1.3	-1.2	-0.6
29	-2.3	/	0.9	-0.5	/
30	-1.7	-0.5	0.8	-1.3	0.6
31	-0.7	1.1	0.3	-2.1	-0.4
32	1.6	-1.6	-0.2	-1.6	-3.8

Going on with the list.
entry	SMILES	ADAM17 inh	hcDAF-12 act	SMARCA2 act	hgDAF-12 ag	GC-A act	ADAM10 inh
33	CCC1(C)Cc2c(sc3nc(SC)n(Cc4ccccc4)c(=O)c23)CO1 (stereo not given)	-8	1.0	0	-2.6	11	-7
34	Cc1ccc(NC(=O)CSCC(=O)NCc2ccco2)cc1	-2	-1.6	-1	1.0	2	-5
35	CC1(C(=O)NS(=O)(=O)c2cccc(Cl)c2)CCN1C(=O)Cc1ccc(Cl)cc1Cl (stereo not given)	1	-0.1	1	3.9	2	7
36	C=CCSc1nccc(=O)[nH]1	-1	1.5	1	-0.8	2	-1
37	Cc1ccc(-c2nnc3sc(-c4ccncc4)nn23)cc1	1	-1.1	0	-2.1	-6	3
38	O=C(Nc1ncc(Cc2cccc(C(F)(F)F)c2)s1)c1ccc(-c2cccc([N+](=O)[O-])c2)o1	-2	-0.1	-3	5.4	-6	2
39	COc1cccc(/C=N/NC(=O)CO/N=C(\C)c2cccs2)c1OC	-15	-1.5	-2	-0.4	-2	-23
40	O=C1CC(CSc2ccc(Cl)cc2)=NN1	-1	-1.1	-3	0.3	-3	1

entry	PG9 Ab binder	DAX1 inh-1	DAX1 inh-2	ssDAF-12 act	FXN GAA850 act
33	-0.9	0.4	0.5	-1.2	-0.4
34	1.6	-0.1	-0.5	-1.1	-1.0
35	-2.6	/	0.8	-0.9	-1.8
36	1.2	-0.6	-0.4	-1.9	-0.2
37	-1.9	-0.3	0.3	-1.1	3.9
38	1.1	-1.3	-0.5	-1.4	-2.2
39	-1.8	-0.2	0.1	-1.4	-2.0
40	-1.6	/	-0.4	-1.1	2.7

Going on with the list.
entry	SMILES	ADAM17 inh	hcDAF-12 act	SMARCA2 act	hgDAF-12 ag	GC-A act	ADAM10 inh
41	CCCCOc1ccc(CN2CCSCC2)cc1	-2	-0.9	3	6.2	0	0
42	Cc1nn(C)c(C)c1NS(=O)(=O)c1ccc(N2CCCC2=O)cc1	-8	-3.0	-2	-1.2	2	-6
43	O=C(CC(c1ccco1)C1CCCCC1=O)c1ccco1 (stereo not given)	-5	-0.3	1	0.3	-1	-7
44	Cc1csc(NC(=O)[C@@H]2CCCN2C(=O)c2cccs2)n1	-3	-0.8	-4	0.9	0	-12
45	CCN(CC)c1ncnc2c1ncn2[C@H]1CN(Cc2ccccc2)C[C@@H](COC(C)=O)O1	-4	-1.7	4	0.5	6	-4
46	O=C(NCc1nc2ccccc2[nH]1)C1=C[C@H](c2ccccc2)C[C@H](OCCCCO)O1	0	-1.2	2	-0.6	2	7
47	O=C(CCCn1cc([N+](=O)[O-])cn1)Nc1cccnc1	-2	1.2	-2	-1.6	-2	2
48	CCCC(=O)N1CCC1(C)C(=O)Nc1ccc(-n2cncn2)cc1 (stereo not given)	-5	0.0	-2	0.7	0	-7

entry	PG9 Ab binder	DAX1 inh-1	DAX1 inh-2	ssDAF-12 act	FXN GAA850 act
41	-1.1	-0.2	-0.4	-1.1	3.4
42	-1.4	-0.3	-1.6	-1.6	-1.1
43	0.9	0.0	-0.1	-0.8	2.0
44	1.5	2.5	0.4	-1.6	2.9
45	0.9	/	-0.8	-1.6	0.3
46	0.6	-0.6	-0.5	-0.8	-1.0
47	-1.2	2.5	-0.1	-1.4	0.3
48	0.9	/	-0.1	-1.6	0.3
